LGR2 inh – inhibitors of bursicon-induced LGR2 CRE-luciferase signal, primary screen, cell-based, HEK293, CRE-luciferase reporter, bursicon stimulation; bursicon-stimulated, 4 h; inhibition, % at 9.99 µM; 380,000 compounds, 0.35% hits;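 active means drop in luminescence signal, shown as inhibition above about 50% in the replicate tests, limit read from the data, passing the limit was not always enough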;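 further: agonist challenge used bursicon conditioned medium at about half maximal strength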
PAX8 inh HTS – inhibitors of PAX8-driven TPO luciferase reporter, primary screen, RMG-I cells, single concentration | SteadyGlo, 24 h | inhibition, % at 12.6 µM | 360,000 compounds, 1.2% hits | AID 652154, 2013;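 active means mean replicate inhibition at least 60% with every replicate also reaching 60%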;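 further: luciferase light reporting Pax8 driven TPO promoter activity; plate controls were median of neutral control wells for no effect and mitoxantrone controls for full effect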
ERAP1 inh – human ERAP1 aminopeptidase inhibitors, primary screen, biochemical, single point, plate reader. Endoplasmic reticulum aminopeptidase 1 (Homo sapiens), Q9NZ08. recombinant ERAP1, Leu-AMC fluorescence, 60 min. inhibition, % at 10.7 µM. 340,000 compounds, 0.15% hits;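 active means mean replicate inhibition of at least 30%, or all replicates individually reaching that 30% level; inactive means mean below 30% and not every replicate reaching it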;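 further: 0% = neutral control wells and 100% = L-leucinethiol positive control wells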
Target sequence (Q9NZ08 whole entry, looked up): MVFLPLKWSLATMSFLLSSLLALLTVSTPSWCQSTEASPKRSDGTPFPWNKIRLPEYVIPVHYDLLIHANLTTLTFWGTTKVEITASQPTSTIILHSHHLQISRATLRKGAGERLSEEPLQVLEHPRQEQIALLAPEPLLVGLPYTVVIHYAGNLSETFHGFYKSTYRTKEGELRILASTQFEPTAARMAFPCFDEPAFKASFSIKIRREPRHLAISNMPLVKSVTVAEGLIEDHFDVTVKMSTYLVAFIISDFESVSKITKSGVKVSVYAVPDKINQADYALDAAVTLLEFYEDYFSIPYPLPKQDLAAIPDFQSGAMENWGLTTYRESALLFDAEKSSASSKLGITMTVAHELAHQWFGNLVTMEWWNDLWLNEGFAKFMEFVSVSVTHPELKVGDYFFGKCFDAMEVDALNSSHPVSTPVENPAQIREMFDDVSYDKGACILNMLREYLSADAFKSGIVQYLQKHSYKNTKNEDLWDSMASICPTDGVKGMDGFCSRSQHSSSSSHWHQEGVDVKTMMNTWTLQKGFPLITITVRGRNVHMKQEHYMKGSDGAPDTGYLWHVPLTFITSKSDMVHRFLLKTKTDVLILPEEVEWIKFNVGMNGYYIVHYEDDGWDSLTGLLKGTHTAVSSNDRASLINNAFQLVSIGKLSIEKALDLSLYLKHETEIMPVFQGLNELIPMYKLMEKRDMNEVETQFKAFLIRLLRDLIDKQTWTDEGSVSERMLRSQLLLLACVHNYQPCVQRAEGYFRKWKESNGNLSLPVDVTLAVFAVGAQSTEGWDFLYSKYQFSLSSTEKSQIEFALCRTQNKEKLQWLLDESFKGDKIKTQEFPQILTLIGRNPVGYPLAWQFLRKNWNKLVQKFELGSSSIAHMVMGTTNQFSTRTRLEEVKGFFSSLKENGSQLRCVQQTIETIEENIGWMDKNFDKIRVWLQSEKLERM
S100A4 inh HTS – inhibitors of S100A4-myosin IIA peptide binding, primary screen, biochemical, fluorescence polarization, TAMRA-MyoIIA peptide. Protein S100-A4 (Homo sapiens), P26447. inhibition, % at 10.7 µM. 360,000 compounds, 0.14% hits. AID 652163, 2013;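 active means mean inhibition of at least 70% across replicates, with every replicate also reaching that level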
Target sequence (P26447 whole entry, looked up): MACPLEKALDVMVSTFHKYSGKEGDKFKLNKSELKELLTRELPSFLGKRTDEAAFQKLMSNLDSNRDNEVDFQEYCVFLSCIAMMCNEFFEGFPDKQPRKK
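Material: human S100A4 monomer with TAMRA-labelled myosin IIA peptide; buffer or medium: HEPES pH 7.2 with CaCl2, KCl, NaCl, DTT, Triton; compound dosing: one concentration per compound; schedule: 5 min incubation before reading; benchmarks: neutral control DMSO, positive control TFP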
EWS-Fli inh – EWS/Fli-driven NR0B1 reporter inhibitors, primary screen, A673 cells, NR0B1 luciferase, luminescence, MLPCN library; inhibition, % at 12.6 µM; 350,000 compounds, 0.67% hits; viability-normalised; AID 651661, 2012;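 active means mean inhibition of at least 50% after viability correction, with every replicate also passing that limit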;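 further: firefly luciferase signal divided by Alamar Blue viability fluorescence both relative to DMSO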
PGC1a acetyl inh – inhibitors of PGC1a acetylation signal, primary screen, cell-based, U2OS, AlphaScreen, inhibitor mode. AlphaScreen anti-acetyl-lysine; with virally co-expressed GCN5 acetyltransferase. inhibition, % at 15.6 µM. 350,000 compounds, 0.17% hits;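 active means every replicate shows inhibition of at least 40%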;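 further: 0% = neutral control wells and 100% = positive control wells; some results beyond the cut were filed as inactive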
PglD DTNB – C. jejuni PglD acetyltransferase inhibitors, primary screen, biochemical, DTNB colorimetric, single point; purified PglD enzyme, DTNB colorimetric CoA detection; UDP-N-acetylbacillosamine N-acetyltransferase PglD (Campylobacter jejuni); 360,000 compounds, 0.098% hits; inhibition, % at 12.5 µM; in the data active means inhibition above about 16%, passing the limit was not always enough; further: strong numbers were not always called active
FN deposition inh – inhibitors of fibronectin matrix deposition, primary screen, AH1F cells, Alexa488-fibronectin fluorescence, plate reader; AH1F fibroblasts, overnight; inhibition, % at 12.6 µM; 350,000 compounds, 0.086% hits;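 active means mean inhibition across replicates of 30% or more, regardless of how many single replicates reach that level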;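 further: positive control wells lacked labelled fibronectin entirely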
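material = AH1F fibroblast monolayer depositing Alexa488-labelled fibronectin into matrix | amount = 10000 AH1F cells/well | buffer or medium = DMEM plus 2% serum, read in PBS | incubation = 1 h cell adhesion before compound, then overnight fibronectin incubation | detection = fluorescence at 485 nm excitation, 525 nm emission | evaluation = percent inhibition as loss of matrix-bound fibronectin fluorescence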
Starred values were filed as active, the others as inactive; x = no result given. Not a hit list; about 2.1% have a hit in one of these screens.

The first 13 entries, to show the layout:
SMILES | LGR2 inh | PAX8 inh HTS | ERAP1 inh | S100A4 inh HTS | EWS-Fli inh | PGC1a acetyl inh | PglD DTNB | FN deposition inh
COCCNc1nc(-c2ccc(Cl)cc2C)c2sccc2n1 | -17 | -5 | 3 | 0 | -3 | 2 | -4 | 12
CC(=O)N1CC2(C1)[C@H](c1ccc(-c3ccccc3C)cc1)[C@@H](CO)N2C(=O)CC1CC1 | 7 | -1 | -2 | 7 | -9 | 0 | x | x
C[C@@H]1CN([C@@H](C)CO)C(=O)c2cccc(NC(=O)c3ccncc3)c2O[C@H]1CN(C)Cc1ccc(Cl)c(Cl)c1 | x | 14 | -2 | 9 | 2 | -3 | -1 | x
CO[C@H]1CN(C)C(=O)c2ccc(NC(=O)C3CC3)cc2OC[C@@H](C)N(CCC(F)(F)F)C[C@@H]1C | 11 | -6 | 3 | -6 | 5 | x | -2 | -24
Cc1cc(C(=O)Nc2ccccc2C(=O)O)ccc1NC(=O)COc1cccc([N+](=O)[O-])c1 | 6 | 6 | 0 | -1 | -4 | x | 5 | 9
C[C@@H]1CCCCO[C@@H](CN(C)S(=O)(=O)c2cccs2)[C@H](C)CN([C@H](C)CO)C(=O)c2cc(NS(=O)(=O)c3ccc(F)cc3)ccc2O1 | 8 | 29 | -4 | 4 | 13 | -7 | 1 | -5
COc1ccc(-c2csc(CCn3nc(C)cc3C)n2)cc1 | -6 | -51 | -2 | -2 | -52 | x | x | -1
c1cncc(-c2nn[nH]n2)c1 | x | 14 | x | x | x | -5 | -6 | 9
O=C(O)CP(=O)(O)O | 9 | -9 | -3 | -7 | 3 | -20 | 0 | -13
Cc1noc(C)c1NC(=O)NCC[C@H]1CC[C@H](NC(=O)Nc2cccc(F)c2)[C@@H](CO)O1 | 10 | -19 | -1 | -1 | -1 | -9 | -35 | -1
O=C(Nc1ncc(S(=O)(=O)c2ccc([N+](=O)[O-])cc2)s1)c1cccnc1 | 9 | 16 | 1 | 20 | 3 | -44 | 9 | -5
COc1ccc(-n2c(Cc3cccn3C)nnc2SCC(=O)N2CCOCC2)cc1 | -5 | -6 | x | 9 | 1 | 6 | -1 | 10
CCN(CC)c1nc(C(N)=O)cc(-c2ccccc2)n1 | x | 8 | x | x | x | -3 | -4 | 8

Results, repeating the preview:
SMILES | LGR2 inh | PAX8 inh HTS | ERAP1 inh | S100A4 inh HTS | EWS-Fli inh | PGC1a acetyl inh | PglD DTNB | FN deposition inh
COCCNc1nc(-c2ccc(Cl)cc2C)c2sccc2n1 | -17 | -5 | 3 | 0 | -3 | 2 | -4 | 12
CC(=O)N1CC2(C1)[C@H](c1ccc(-c3ccccc3C)cc1)[C@@H](CO)N2C(=O)CC1CC1 | 7 | -1 | -2 | 7 | -9 | 0 | x | x
C[C@@H]1CN([C@@H](C)CO)C(=O)c2cccc(NC(=O)c3ccncc3)c2O[C@H]1CN(C)Cc1ccc(Cl)c(Cl)c1 | x | 14 | -2 | 9 | 2 | -3 | -1 | x
CO[C@H]1CN(C)C(=O)c2ccc(NC(=O)C3CC3)cc2OC[C@@H](C)N(CCC(F)(F)F)C[C@@H]1C | 11 | -6 | 3 | -6 | 5 | x | -2 | -24
Cc1cc(C(=O)Nc2ccccc2C(=O)O)ccc1NC(=O)COc1cccc([N+](=O)[O-])c1 | 6 | 6 | 0 | -1 | -4 | x | 5 | 9
C[C@@H]1CCCCO[C@@H](CN(C)S(=O)(=O)c2cccs2)[C@H](C)CN([C@H](C)CO)C(=O)c2cc(NS(=O)(=O)c3ccc(F)cc3)ccc2O1 | 8 | 29 | -4 | 4 | 13 | -7 | 1 | -5
COc1ccc(-c2csc(CCn3nc(C)cc3C)n2)cc1 | -6 | -51 | -2 | -2 | -52 | x | x | -1
c1cncc(-c2nn[nH]n2)c1 | x | 14 | x | x | x | -5 | -6 | 9
O=C(O)CP(=O)(O)O | 9 | -9 | -3 | -7 | 3 | -20 | 0 | -13
Cc1noc(C)c1NC(=O)NCC[C@H]1CC[C@H](NC(=O)Nc2cccc(F)c2)[C@@H](CO)O1 | 10 | -19 | -1 | -1 | -1 | -9 | -35 | -1
O=C(Nc1ncc(S(=O)(=O)c2ccc([N+](=O)[O-])cc2)s1)c1cccnc1 | 9 | 16 | 1 | 20 | 3 | -44 | 9 | -5
COc1ccc(-n2c(Cc3cccn3C)nnc2SCC(=O)N2CCOCC2)cc1 | -5 | -6 | x | 9 | 1 | 6 | -1 | 10
CCN(CC)c1nc(C(N)=O)cc(-c2ccccc2)n1 | x | 8 | x | x | x | -3 | -4 | 8
Cc1cc(C(=O)N(C)CC(=O)Nc2cccc(F)c2)no1 | -2 | -107 | 0 | 0 | 0 | x | -2 | -9
COc1ccc(-c2ccc(OC)c([C@H]3[C@H]4C=CC[C@@H](C)[C@@H]4C(=O)N3Cc3ccccc3)c2)cc1C | 20 | -30 | -3 | -4 | 16 | 2 | -6 | -27
CCCCCCNC(=O)CC(NS(=O)(=O)c1ccc(OC)cc1)C(C)C (centres undefined) | x | 23 | 1 | 0 | 8 | x | x | -7
CC(CCc1ccccc1)NC(=O)c1ccc(F)cc1 (centres undefined) | -1 | -11 | -5 | 4 | -12 | 15 | -5 | -8
CN1CCc2c(sc3nc(SCC(=O)N4CCCCC4)n(-c4ccccc4)c(=O)c23)C1 | 6 | 2 | -1 | -6 | -5 | 2 | 6 | 14
CC(C)(C)C1CCN2CCCC(c3ccccc3)(C1)C2=O (centres undefined) | 0 | -6 | -3 | -3 | -1 | x | x | -6
O=C(NC1CCCC1)[C@@H]1[C@@H](CO)[C@@H]2Cn3c(ccc(-c4ccccc4)c3=O)[C@H]1N2CC1CC1 | -1 | x | -1 | -4 | 0 | 4 | x | x
Cc1ccc(NC(=O)CN2C(=O)S/C(=C/c3ccc(O)c([N+](=O)[O-])c3)C2=O)cc1C | -14 | -11 | 0 | -1 | 8 | 7 | x | -5
COCc1nnc(NC(=O)C2CC(=O)N(C3CCCCC3)C2)s1 (centres undefined) | 2 | 6 | -2 | -3 | x | 5 | -2 | x
O=C(Nc1nnc(Cc2ccccc2)s1)c1cccnc1 | 20 | -7 | 1 | -4 | -2 | x | x | x
C[C@@H]1CCCCO[C@H](CN(C)S(=O)(=O)c2cn(C)cn2)[C@H](C)CN([C@H](C)CO)C(=O)c2cc(NC(=O)CCCN(C)C)ccc2O1 | 10 | -5 | 0 | 11 | -12 | -10 | -5 | x
CCOC(=O)C/C(C)=N\Nc1ccc([N+](=O)[O-])cc1[N+](=O)[O-] | 9 | 3 | 5 | 6 | -3 | 11 | x | -6

(more compounds)
SMILES | LGR2 inh | PAX8 inh HTS | ERAP1 inh | S100A4 inh HTS | EWS-Fli inh | PGC1a acetyl inh | PglD DTNB | FN deposition inh
CCOC(=O)CSc1nc2ccccc2c(=O)n1-c1ccc(C(=O)NCCOC)cc1 | x | 8 | x | x | x | -25 | 8 | -19
CC(=O)c1ccc(N2CCN(C(=O)COc3ccccc3F)CC2)c(F)c1 | x | 4 | x | x | x | -9 | -1 | 12
O=C(Nc1ccc(F)cc1F)Nc1csc2ccccc12 | -35 | -46 | -4 | -20 | -31 | 39 | -7 | 3
CO[C@H]1CN(C)C(=O)c2cc(NC(=O)Nc3cccc(Cl)c3)ccc2OC[C@@H](C)N(C(=O)Nc2c(C)noc2C)C[C@H]1C | -10 | x | x | x | -10 | -3 | x | 3
CC(C)N(C(C)C)S(=O)(=O)c1ccc(NC(=O)c2cnccn2)cc1 | 6 | -7 | 0 | 1 | 5 | -12 | 3 | -5
COCCNC(=O)C(c1ccc(F)cc1)N(Cc1ccccc1)C(=O)CCC(=O)Nc1nccs1 (centres undefined) | 12 | 4 | 2 | -3 | -124 | -6 | 0 | -2
CN1[C@@H]2c3ccc(/C=C/c4ccccc4)c(=O)n3C[C@H]1[C@H](CO)[C@H]2C(=O)NC1CCCCC1 | -5 | -7 | -4 | 15 | 16 | 3 | x | x
COc1cccc(NC(=O)CN(C)C(=O)c2ccc3c(c2)S(=O)(=O)N=C2CCCCCN23)c1 | 0 | -2 | 5 | -1 | 3 | x | x | -2
CCOC(=O)c1cc(Cl)c2c(ccc3ccccc32)n1 | 8 | 5 | 1 | -9 | 5 | x | 3 | 9
CCN(CC)C(=O)c1[nH]cnc1C(=O)N[C@@H](C)C(=O)OCc1ccccc1 | 0 | -13 | 0 | -5 | -2 | x | 2 | 3
COc1ccc(CN2CCN(C(=O)c3cccc4ccccc34)CC2)c(OC)c1OC | -12 | -6 | 1 | 1 | 6 | -1 | 7 | -4
Cc1ccc(/C=N/Nc2nnc(Cc3ccccc3)c(=O)[nH]2)o1 | x | 2 | 1 | -11 | 8 | x | x | -1
COc1ccc(-n2nnnc2/C=C/Nc2cc(C(F)(F)F)ccc2OC)cc1 | x | 13 | -1 | -5 | -9 | 18 | -6 | 8
CC(C)CCSc1cc(NCCO)c([N+](=O)[O-])c2nonc12 | 2 | 13 | -3 | 4 | 9 | 1 | 0 | 1
Cn1cc(/C=C/C(=O)N2CCCC(C(=O)c3cccc(C(F)(F)F)c3)C2)cn1 (centres undefined) | 8 | 10 | 1 | 1 | -17 | 1 | 1 | -8
COC(=O)[C@]12CCCCC=C1N(Cc1ccc3c(c1)OCO3)C(=O)[C@H](CC(=O)N1CCN(C(=O)c3ccco3)CC1)C2 | -9 | 27 | x | 4 | 3 | x | x | 0
C[C@@H]1CN([C@H](C)CO)C(=O)c2cc(NC(=O)c3ccccc3)ccc2O[C@@H](C)CCCCO[C@@H]1CN(C)S(=O)(=O)c1ccc(Cl)cc1 | 0 | -5 | 1 | 3 | 10 | 6 | -2 | x
CCCN(CC(=O)Nc1ccc(F)c(F)c1F)C(=O)c1ccc2c(=O)n3c(nc2c1)CCC3 | -8 | 1 | -1 | 15 | 0 | x | -4 | -19
COc1ccc(/C=C/C(=O)OCC(=O)Nc2ccc(C)cc2)cc1S(=O)(=O)N1CCOCC1 | -5 | 76* | 1 | -6 | -4 | x | -6 | 3
Cn1cc(CC(=O)N2CCN(c3ccccc3F)CC2)c2ccccc21 | 1 | 25 | 1 | 0 | 3 | 0 | -2 | -4
O=C(Nc1cccc(Cl)c1N1CCOCC1)c1cccnc1 | 2 | 18 | -5 | -16 | -1 | -14 | -8 | 1
CCOc1ccc(NC(=O)CN(C)C(=O)c2cccnc2Sc2ccc(C)cc2C)cc1OCC | -7 | 6 | 1 | -1 | 0 | x | 3 | 0
O=C(NCCOc1ccccc1)C1CCC(=O)N(Cc2ccc(Cl)cc2)C1 (centres undefined) | -3 | 2 | 1 | -1 | -1 | 0 | -2 | -1
O=C(Nc1ccccc1Cl)c1cc(C2CCCCN2C(=O)c2cccs2)on1 (centres undefined) | 15 | -1 | -2 | -2 | -4 | 5 | -4 | 1
CCCC(=O)N1CC2(CN(C(=O)Nc3cccc(F)c3)C2)c2c(n(C)c3cc(OC)ccc23)[C@H]1CO | 13 | x | -5 | -4 | 3 | x | x | x

Screening results: PubChem BioAssay, Broad Institute
